TNAP inh hiacc: TNAP (human) inhibition, high acceptor; inhibition, % at 20 µM; P05186; purified TNAP, CDP-star luminescence, 1 M DEA; 200,000 tested, 0.03% active;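 active = over 50% inhibition of tissue-nonspecific alkaline phosphatase at 20 µM in the single-dose screen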;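 also: plate controls were DMSO wells for no effect and EDTA-quenched wells as full inhibition for full effect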
Target sequence (P05186 whole entry, looked up): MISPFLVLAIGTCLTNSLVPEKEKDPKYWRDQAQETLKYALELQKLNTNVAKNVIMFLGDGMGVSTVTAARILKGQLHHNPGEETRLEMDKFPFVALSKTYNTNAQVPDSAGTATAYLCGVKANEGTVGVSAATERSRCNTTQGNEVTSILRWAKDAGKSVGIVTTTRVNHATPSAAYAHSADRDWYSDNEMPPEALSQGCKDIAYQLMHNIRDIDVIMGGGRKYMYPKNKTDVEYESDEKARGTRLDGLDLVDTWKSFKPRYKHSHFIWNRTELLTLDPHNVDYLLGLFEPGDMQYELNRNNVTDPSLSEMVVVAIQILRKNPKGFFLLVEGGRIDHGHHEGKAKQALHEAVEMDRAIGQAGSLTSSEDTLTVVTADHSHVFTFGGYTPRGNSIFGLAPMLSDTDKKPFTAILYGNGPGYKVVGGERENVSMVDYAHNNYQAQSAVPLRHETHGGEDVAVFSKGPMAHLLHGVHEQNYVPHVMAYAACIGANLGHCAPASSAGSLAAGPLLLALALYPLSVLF
TNAP inh no acc: inhibitors of human TNAP without phosphate acceptor. P05186. purified TNAP, CDP-star luminescence, 30 min. inhibition, % at 20 µM. 200,000 tested, 0.26% active;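 active = tissue-nonspecific alkaline phosphatase inhibition above about 50% at 20 µM in the single-dose screen, limit read from the data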;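 also: 0% = DMSO negative control and 100% = EDTA positive control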
PMI activator: activators of human phosphomannose isomerase; P34949; purified human PMI, coupled resazurin fluorescence, 20 min; stronger effect = higher value; 1 = vehicle control, 0 substrate-free wells; activation factor at 20 µM; 190,000 tested, 0.005% active;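 active = activation factor of 2 or more at 20 µM, relative to plate controls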
Target sequence (P34949 whole entry, looked up): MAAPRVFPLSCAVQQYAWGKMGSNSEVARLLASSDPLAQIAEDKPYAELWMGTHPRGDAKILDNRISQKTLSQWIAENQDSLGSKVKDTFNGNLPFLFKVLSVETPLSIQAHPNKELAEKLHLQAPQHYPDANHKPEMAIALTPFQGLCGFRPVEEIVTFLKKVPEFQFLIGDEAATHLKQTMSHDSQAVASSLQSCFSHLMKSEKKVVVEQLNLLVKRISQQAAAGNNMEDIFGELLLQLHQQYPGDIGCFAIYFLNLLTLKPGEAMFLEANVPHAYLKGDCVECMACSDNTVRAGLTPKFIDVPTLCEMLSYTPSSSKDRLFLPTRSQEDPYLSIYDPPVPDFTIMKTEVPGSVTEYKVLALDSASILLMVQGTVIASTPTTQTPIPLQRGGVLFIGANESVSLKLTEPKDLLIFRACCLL
G6PDH CS: L. mesenteroides G6PDH inhibition counter-screen | Purified L. mesenteroides G6PDH, diaphorase/resazurin coupled fluorescence, 45 min | inhibition, % at 5 µM | 200,000 tested, 0.12% active | AID 1020; in the data active = inhibition above about 50%
Diaphorase inh: inhibits diaphorase or chemically oxidizes, flagging diaphorase assay artifacts; diaphorase resazurin-to-resorufin fluorescence, NADH, 16 min; bacterial (C. kluyveri) enzyme, not human; inhibition, % at 20 µM; 190,000 tested, 0.69% active; AID 1217;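 active = primary screen inhibition at 20 µM above a set limit, cut at about 50% in these data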;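 also: plate controls were DMSO with full reaction for no effect and wells lacking NADH for full effect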
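Benchmarks: positive control wells lacking NADH, neutral wells with DMSO only. System: bacterial diaphorase enzyme (C. kluyveri). Input: 0.14 U/mL diaphorase, enzyme working solution. Detection: resorufin fluorescence, excitation 544 nm, emission 590 nm. Times: 16-min room-temperature incubation before reading.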
Diaphorase act: activates diaphorase or chemically reduces, flagging diaphorase assay artifacts. Diaphorase/resazurin coupled assay, resorufin fluorescence, 16 min; stronger effect = higher value; 1 = vehicle wells, 0 = NADH-free wells. activation factor at 20 µM. 190,000 tested, 0.005% active;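 active = diaphorase activity raised at least twofold by the compound at 20 µM; inactive = activation factor below 2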
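Material: bacterial diaphorase enzyme (C. kluyveri); amount: enzyme 0.07 U/mL final; reagent: NADH substrate 0.114 mM plus resazurin dye 0.1 mM, final; doses: single compound dose of 20 µM, 1% DMSO final; timing: 16 min enzyme reaction, ambient temperature; measured by: fluorescence of resorufin, 544 nm excitation, 590 nm emission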
TNAP act hi DEA: increases human TNAP activity under high phosphate acceptor concentration; purified TNAP, CDP-star luminescence, 1 M DEA, 30 min; stronger effect = higher value; 0 = EDTA background, 1 = DMSO-only activity; activation factor at 20 µM; 200,000 tested, under 10 active; AID 1136;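 active = activation factor at least 2 at 20 µM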
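system = human TNAP | amount = enzyme diluted 1/800 final | reagent = 100 µM CDP-star substrate | signal = luminescent substrate turnover signal | dosing = one dose, 20 µM | benchmarks = EDTA negative control, DMSO positive control | measure = activation factor | timing = 30 min reaction, room temperature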
PMI act satM6P: PMI (human) activation, high substrate | P34949 | coupled PMI enzyme assay, resazurin fluorescence, 20 min; stronger effect = higher value; 1 = untreated enzyme, 0 = substrate-free blank | activation factor at 20 µM | 190,000 tested, 0.34% active;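 active = activation factor of 2 or more at 20 µM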
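Test system: human phosphomannose isomerase with PGI, G6PDH, diaphorase coupling enzymes; Amount: PMI at 15 ng/mL final; Reagent: Mannose-6-phosphate 1.0 mM (near-saturating) plus 0.22 mM NADP+; Timing: 20 min, room temperature; Technique: resorufin fluorescence at Ex 544/Em 590 nm; Dosing: 20 µM single dose.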
FLuc act counter: firefly luciferase counter-screen for stimulation assays | activation factor at 10 µM | ATPlite luciferase biochemical, luminescence, 10 min; 0 = ATP-free wells, 1 = DMSO control | 200,000 tested, under 10 active | AID 1027;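 active = luciferase activation factor, scaled between plate controls, of at least 2 with compound at 10 µM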
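Material: Luciferase/luciferin reagent mix | Doses: Test compounds dosed from 2 mM stocks in 100% DMSO | Timing: 10 min incubation after luciferase reagent addition, room temperature | Measured by: Luminescence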
HMGR II inh: E. faecalis class II HMG-CoA reductase inhibition; AID 1066; 190,000 tested, 0.41% active; inhibition, % at 10 µM; purified E. faecalis HMGR, NADPH absorbance 340 nm kinetic;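 active = inhibition above a set limit, the median over all tested compounds plus 3 SD, cut at about 9.5% in these data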;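 also: enzyme runs in reverse so mevalonate oxidation gives rising NADPH absorbance; 0% = complete reaction with DMSO and 100% = background rate lacking mevalonate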
An asterisk follows results filed as active. Rows were taken by chance; any-hit rate near 1.7%.

Values run as follows: TNAP inh hiacc	TNAP inh no acc	PMI activator	G6PDH CS	Diaphorase inh	Diaphorase act	TNAP act hi DEA	PMI act satM6P	FLuc act counter	HMGR II inh
COc1cccc(C2C=C(c3ccc(OC)cc3OC)Nc3nnnn32)c1 (stereo unspecified)
    -6	-9	1	0	15	0.9	1.1	1	1	3
N#Cc1cccc(S(=O)(=O)NCC(=O)OCC(=O)c2ccc[nH]2)c1
    -3	-23	0.9	8	8	0.9	1	1	1.1	-1
COc1ccc(NC(=O)N2CCN(c3cccc(C(F)(F)F)c3)CC2)cc1
    -5	-10	0.9	-21	7	0.9	1.1	1	1	-8
Cc1cc2cc(CNC(=O)c3cccc([N+](=O)[O-])c3)ccc2n1C
    2	0	1	6	1	1	1	1.1	1	-6
CC1CCN(S(=O)(=O)c2ccc3ncn(CC(=O)N(C)Cc4ccccc4)c(=O)c3c2)CC1
    1	-2	0.9	4	9	0.9	1	0.9	1	1
Fc1ccc(N2N=C(c3cccs3)CC2c2ccccc2)cc1 (stereo unspecified)
    -25	-75	1.1	7	-1	1	1.3	1.1	1	-3
CC(C)n1cc(/C=C(\C#N)S(=O)(=O)c2ccccc2)c2ccccc21
    2	-3	0.8	5	11	0.9	1	0.9	1	1
Clc1cc(Br)ccc1OCCN1CCOCC1
    -4	-5	1	6	16	0.8	1	0.9	1	-7
CCC1CCc2c(sc(NC(=O)C3CC=CCC3C(=O)O)c2C#N)C1 (stereo unspecified)
    -1	-6	1	2	2	1	1	1	1	-3
CC(=O)c1cnn(-c2cc(Oc3ccc(F)cc3)ncn2)c1C
    -2	-14	1	16	5	1	1	1	1	-4
O=C(CSc1nc2c(c(=O)[nH]1)CN(Cc1ccc(F)cc1)CC2)Nc1ccc(F)cc1
    -5	16	0.9	0	21	0.8	1	0.9	1	4
C=C(C)c1cccc(C(C)(C)NC(=O)Nc2ccc(OC)cc2)c1
    -6	-10	1.1	4	-4	1	1.1	1.1	1.1	-1
CCCCC(=O)NC(N1CCCCC1)C(Cl)(Cl)Cl (stereo unspecified)
    -6	-14	0.9	1	17	0.8	1.1	1	1	4
COc1nc2c(C)cccc2cc1-c1noc(-c2ccco2)n1
    0	-3	0.9	-21	6	0.9	1	0.9	1.1	3
O=C(Nc1ccc(N2CCCC2)cc1)c1ccc2ccccc2c1
    0	-5	0.8	0	12	0.9	1	0.8	0.9	-6
O=S(=O)(Nc1ccccc1O)c1ccc(-c2ccccc2)cc1
    -2	-16	0.9	2	26	0.7	1	0.8	1	0
COc1ccccc1/C=N/NC(=O)c1ccc(NC(=O)c2ccccc2Br)cc1
    0	-1	0.9	-5	19	0.8	1	0.9	1	-4
CCOC(=O)c1cc2occc2n1CCCN1C(=O)c2ccccc2C1=O
    -4	-10	1	10	14	0.9	1	1.1	1.1	-2
Cc1ccsc1/C=C/C1=Cc2c(sc(NC(=O)CSc3n[nH]c(N)n3)c2C#N)C(C)(C)C1
    7	5	1.4	-2	32	0.7	0.9	1.8	1	1
COc1ccc(C(=O)CSc2nnc(-c3ccco3)o2)cc1
    -7	-9	0.9	2	8	0.9	1.1	0.9	1	2
CCN(CC)CCP(=O)(c1ccccc1)c1ccccc1
    -1	-13	1	1	10	0.9	1	1	1.1	-3
CC(C)Nc1nc(SC(C)C(=O)Nc2ccccc2)nc(N(C)C)n1 (stereo unspecified)
    -2	-15	1	-2	7	0.9	1	0.9	1	1
N#Cc1c(/N=C/c2cc3ccccc3s2)sc2c1CCC2
    6	4	0.9	10	14	0.9	0.9	0.9	0.8	-6
O=C(CNc1cccc2ccccc12)c1ccc([N+](=O)[O-])cc1
    6	1	0.7	-12	26	0.7	0.9	0.4	1	-3
CCN(Cc1ccccc1)C(c1ccc(Cl)cc1)c1nnnn1C(C)(C)C (stereo unspecified)
    0	-2	0.9	4	7	0.9	1	0.9	1	-9
CC/C(C)=N/NC(=S)NCc1ccco1
    -4	-10	1.2	-1	11	0.9	1	1.1	1.1	-6
C(/CCc1ccccc1)=N\n1cnnc1
    0	-7	1	5	7	0.9	1	1.1	1.1	-2
O=c1c2ccccc2nc(SCc2nc3ccccc3s2)n1Cc1ccco1
    -8	-14	0.9	4	28	0.7	1.1	0.8	1.1	-3
CCN1CCN(c2cc3nc(C)n(Cc4ccccc4)c(=O)c3cc2NC(=O)c2ccccc2F)CC1
    -3	0	0.9	2	0	1	1	1	1.1	-2
Cc1nc(-c2ccc(C(=O)O)cc2)cs1
    -6	-13	1	0	26	0.7	1.1	1	1	-1
Cc1ccc(O)c(Sc2cc(C)ccc2O)c1
    -2	-4	0.9	7	18	0.8	1	0.9	1.1	-3
O=c1oc2cc(O)ccc2c2c1CCCC2
    -3	-13	0.9	-21	9	0.9	1	1	1.1	-8
O=C(NC(=S)Nc1nc(-c2ccccc2)cs1)c1cccs1
    7	5	0.8	3	14	0.9	0.9	1	1	-1
O=C(NC(=S)NCCN1CCOCC1)c1cccc(Cl)c1
    0	-4	1	2	12	0.9	1	1	1	-9
CCOC(=O)C(=Cc1cc(=O)c(OC)co1)C(=O)OCC
    -6	-8	1	-2	20	0.8	1.1	0.9	1	2
O=C(CSc1nc(-c2ccco2)cc(C(F)(F)F)n1)N1CCN(c2cccc(Cl)c2)CC1
    -4	-6	0.9	14	21	0.8	1	0.9	1	2
O=C(COc1ccc([N+](=O)[O-])cc1)Nc1ccc(C(=O)NCc2cccnc2)cc1
    -3	-8	1	-3	7	0.9	1	1	1	-3
CC(OC(=O)c1cc2sccc2n1C)C(=O)NCc1ccco1 (stereo unspecified)
    -5	-9	1.1	5	15	0.8	1	0.9	1	1
Cc1ccc(SCCNC(=O)c2cccc([N+](=O)[O-])c2C)cc1
    -4	-8	1	3	-1	1	1	1.1	1	-3
O=C(C1=C[C@H](C2CC2)C[C@H](OCCCCO)O1)N1CCN(Cc2ccccc2)CC1
    -1	0	0.9	18	22	0.8	1	0.9	1	3
Cc1ccc(S(=O)(=O)N2C3C=CC(C3)C2C(=O)O)cc1 (stereo unspecified)
    -8	-15	1	-1	12	0.9	1.1	1	1.1	-4
CCNS(=O)(=O)c1ccc(CCC(=O)Nc2ccc(C(=O)OC)cc2)cc1
    5	18	1.2	4	11	0.9	0.9	1.2	0.9	1
O=c1[nH]n(-c2ccc(Cl)cc2)c2ncccc12
    -4	-11	1	0	-3	1	1	1	1	0
O=C(/C=C/c1ccc2c(c1)OCO2)NCCSCc1ccc(Cl)cc1
    -2	-4	1	1	4	1	1	0.9	1	-1
COc1ccc(/C=N/NC(=O)C2CCN(c3ncc(C(F)(F)F)cc3Cl)CC2)cc1
    -2	-6	1	3	0	1	1	1	1.1	-1
CCc1ccc(-c2csc(NC(=O)C3CCCO3)c2C(=O)OC(C)C)cc1 (stereo unspecified)
    -1	-6	1.1	-2	22	0.8	1	1.1	1.1	1
CC(=O)c1cccc(Nc2nc(-c3ccccc3)cs2)c1
    -5	-8	1.1	11	17	0.8	1.1	1.1	0.9	2
CN(c1ccccc1)S(=O)(=O)c1ccc(C(=O)N2CCc3ccccc3C2)cc1
    0	-4	1	2	3	1	1	1	1	-5
N#Cc1cn(-c2ccccc2)nc1-c1ccco1
    -4	-11	0.9	2	16	0.8	1	0.9	0.9	-3
CCC(=O)NCCc1cc2ccc(C)c(C)c2[nH]c1=O
    -2	7	1	-15	9	0.9	1	1	1	-3
COc1ccc2c(c1OC)C(=O)N1N=C(c3ccccc3)CC21 (stereo unspecified)
    0	9	1	-11	9	0.9	1	0.9	0.9	-2
Cc1ccc(S(=O)(=O)N2CCN(C(=O)CN3CCCC3)C2)cc1
    1	-9	1	-8	8	0.9	1	1	1.1	-1
Cc1cccc(C(=O)Nc2ccc(NC(=O)Cc3ccc(Cl)cc3)cc2)c1
    -3	-16	1	2	-1	1	1	1.1	1.1	-9
CCCSc1nc(=O)n2cc(C)ccc2n1
    5	-2	0.9	-13	8	0.9	1	0.9	1	4
CCS(=O)(=O)N1N=C(c2cccc(NS(C)(=O)=O)c2)CC1c1ccc(C)cc1 (stereo unspecified)
    1	9	1.2	8	10	0.9	1	1.1	1	-6
Cc1cc(C)cc(N(C(=O)c2cccs2)C2C=CS(=O)(=O)C2)c1 (stereo unspecified)
    -6	-22	1	2	18	0.8	1.1	1	1.1	-4
Nc1c(C(=O)Nc2ccccc2)sc2nc(-c3ccco3)ccc12
    -1	-1	1	-2	46	0.5	1	0.8	1	3
COC(C(=O)Nc1cccc([N+](=O)[O-])c1)c1ccccc1 (stereo unspecified)
    -6	1	1.1	8	1	1	1.1	1	1	0
CCCCn1c(SCC(=O)N2CCC(C)CC2)nc2ccsc2c1=O
    -6	-13	1	0	2	1	1.1	1.1	1	-1
CCn1c(-c2ccc(F)cc2)cnc1SCC(=O)N1CCCCC1C (stereo unspecified)
    -4	-21	0.9	6	12	0.9	1	0.9	0.9	2
CC(=O)NNc1ncnc2c1cnn2-c1ccccc1
    -6	-181	1	11	10	0.9	1.1	1	1	8
O=C(c1cnn2c(C(F)(F)F)cc(-c3cccs3)nc12)N1CCN(Cc2ccccc2)CC1
    -3	-8	0.9	9	20	0.8	1	0.9	1.1	-2
O=C(NC1CCCC1)C(c1ccccc1)N(C(=O)c1ccco1)C1CCCC1 (stereo unspecified)
    -2	-10	1	1	5	0.9	1	1	1.1	-2

Sorted by value in TNAP act hi DEA (low to high): three of the compounds above.
smiles | TNAP act hi DEA
O=C(NC(=S)Nc1nc(-c2ccccc2)cs1)c1cccs1 | 0.9
Nc1c(C(=O)Nc2ccccc2)sc2nc(-c3ccco3)ccc12 | 1
COC(C(=O)Nc1cccc([N+](=O)[O-])c1)c1ccccc1 (stereo unspecified) | 1.1
